# Source: PubChem BioAssay
# RBX1-CUL1 inh – blocks human RBX1-Cullin-1 di-ubiquitin formation. inhibition, % at 10 µM. AID 1347404. in vitro K48 di-Ub FRET, acceptor:donor ratio, 45 min. P62877+Q13616. 140,000 compounds, 0.6% hits; in the data active means inhibition above about 25%
# Target sequence (P62877 whole entry, looked up): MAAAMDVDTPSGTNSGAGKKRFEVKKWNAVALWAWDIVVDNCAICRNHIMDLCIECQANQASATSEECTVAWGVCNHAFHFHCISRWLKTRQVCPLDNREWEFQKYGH
# Target sequence (Q13616 whole entry, looked up): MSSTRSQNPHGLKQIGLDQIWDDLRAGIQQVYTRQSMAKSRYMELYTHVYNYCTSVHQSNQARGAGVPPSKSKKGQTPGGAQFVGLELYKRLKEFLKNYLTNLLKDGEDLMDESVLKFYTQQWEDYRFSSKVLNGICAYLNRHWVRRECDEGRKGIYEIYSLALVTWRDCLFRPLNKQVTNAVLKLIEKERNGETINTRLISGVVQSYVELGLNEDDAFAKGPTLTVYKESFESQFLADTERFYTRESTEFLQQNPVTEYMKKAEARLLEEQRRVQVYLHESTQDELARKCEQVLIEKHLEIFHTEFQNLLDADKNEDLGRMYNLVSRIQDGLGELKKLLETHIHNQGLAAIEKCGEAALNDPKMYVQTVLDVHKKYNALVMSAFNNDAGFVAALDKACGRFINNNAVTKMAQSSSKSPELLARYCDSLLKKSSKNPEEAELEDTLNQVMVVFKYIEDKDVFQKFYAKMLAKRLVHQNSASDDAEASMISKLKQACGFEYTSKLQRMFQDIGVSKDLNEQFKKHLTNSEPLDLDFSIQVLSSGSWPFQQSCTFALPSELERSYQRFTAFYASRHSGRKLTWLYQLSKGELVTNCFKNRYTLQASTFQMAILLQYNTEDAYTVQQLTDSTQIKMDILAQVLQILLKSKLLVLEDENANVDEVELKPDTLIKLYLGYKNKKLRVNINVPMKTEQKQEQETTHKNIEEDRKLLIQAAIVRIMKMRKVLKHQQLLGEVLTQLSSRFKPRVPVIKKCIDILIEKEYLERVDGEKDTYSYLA
# Numbers without * were called inactive. The list is partial, so the mix of outcomes need not match the whole.
# Preview (6 entries):
item	Structure	RBX1-CUL1 inh
1	CCOC(=O)c1sc(NC(=O)c2nn3c(c2Cl)NC(c2cccs2)CC3C(F)(F)F)c(C(=O)OCC)c1C (stereo not given)	-3
2	CCOC(=O)c1cc(-c2ccc(F)cc2)n(CCC(=O)Nc2nc3ccc(OC)cc3s2)c1C	13
3	COc1ccc(C2Oc3c(ccccc3=O)C(=O)C2=O)cc1OC (stereo not given)	3
4	COC(=O)C(NC(C)=O)(Nc1ncc(C)s1)C(F)(F)F (stereo not given)	-2
5	CCCN(CCC)CCCNC(=O)Cn1ncc2c3ccccc3n(Cc3ccc(F)cc3)c2c1=O	4
6	COC(=O)C1=C(C)N(c2ccc(C)cc2)C(=O)C1	9

# All compounds of this part, previewed entries included:
item	Structure	RBX1-CUL1 inh
1	CCOC(=O)c1sc(NC(=O)c2nn3c(c2Cl)NC(c2cccs2)CC3C(F)(F)F)c(C(=O)OCC)c1C (stereo not given)	-3
2	CCOC(=O)c1cc(-c2ccc(F)cc2)n(CCC(=O)Nc2nc3ccc(OC)cc3s2)c1C	13
3	COc1ccc(C2Oc3c(ccccc3=O)C(=O)C2=O)cc1OC (stereo not given)	3
4	COC(=O)C(NC(C)=O)(Nc1ncc(C)s1)C(F)(F)F (stereo not given)	-2
5	CCCN(CCC)CCCNC(=O)Cn1ncc2c3ccccc3n(Cc3ccc(F)cc3)c2c1=O	4
6	COC(=O)C1=C(C)N(c2ccc(C)cc2)C(=O)C1	9
7	COc1ccc(C2=NS(=O)(=O)N(C)C(C(=O)NCc3ccccc3)=C2)cc1OC	-3
8	O=C(NCC(c1ccc2c(c1)OCO2)N1CCOCC1)C(=O)Nc1ccc(Cl)cc1 (stereo not given)	0
9	CC1CCCC(NC(=O)/C=C/c2c(F)cccc2Cl)C1C (stereo not given)	5
10	CCCNC(=O)CSc1cn(CC(=O)N2CCCCCC2)c2ccccc12	5
11	Cc1ccc(C(=O)Nc2nnc(SCC3=Nc4c(C)ccc(C)c4C(=O)C3)s2)cc1	8
12	O=C1CSC2(C(=O)N(Cc3ccccc3)c3ccccc32)N1c1ccc(Cl)cc1 (stereo not given)	6
13	O=C1CCCNc2ccc(Br)cc21	9
14	Nn1ccc2c(cnc3nc(-c4ccccc4)nn32)c1=O	2
15	CN(N)c1cc(=O)n(C)c(=O)n1C	2
16	COC(=O)c1c(-c2ccc(F)cc2)csc1NC(=O)C1CCCO1 (stereo not given)	-1
17	O=c1cnn(-c2cc(F)ccc2F)c(=O)[nH]1	-7
18	O=[N+]([O-])c1cccc(S(=O)(=O)c2ccc(NCc3ccccc3)c([N+](=O)[O-])c2)c1	9
19	C=C(C)Cn1c(CCn2c3ccccc3c3ccccc32)nnc1SCC(=O)N/N=C\c1ccccc1O	9
20	COc1cc(C=Nc2ccc(Nc3ccccc3)cc2)ccc1Oc1ccc([N+](=O)[O-])cc1[N+](=O)[O-]	4
21	COc1ccc(CCn2c(=O)c3cccnc3n(CC(=O)Nc3c(C)cccc3C)c2=O)cc1OC	1
22	CC(=O)Nc1ccc(S(=O)(=O)N=S(C)(C)=O)cc1	3
23	CCOc1ccc(OCC)c(NC(=O)CCc2c(C)nc3c(c2C)c(=O)n(C)c(=O)n3C)c1	-8
24	CCCCNC1CCN(c2ccc(C(=O)NC(C)c3ccccc3)cc2)CC1 (stereo not given)	10
25	COc1ccc(CC2=NOC(C(=O)NCc3csc(-c4cccs4)n3)C2)cc1 (stereo not given)	-3
26	CCOc1ccc(C(=O)N2CCOCC2)cc1Br	11
27	O=C(Nc1ccc(F)cc1)c1ccccc1NC(=O)c1ccccc1C(=O)O	3
28	Cc1ccc(NC(c2ccc(C)s2)c2nnnn2C(c2ccccc2)c2ccccc2)cc1 (stereo not given)	2
29	CCOC(=O)c1c(NC(=O)CNCCC(C)C)sc2c1CCCC2	-9
30	COC(=O)c1c(SC)nc2ccccc2c1OCc1ccc(C)cc1C	-3
31	CN(C(=O)c1cn(Cc2cccc3ccccc23)nn1)C1CCOCC1	6
32	CC(C)c1nn2c(=O)cc(COC(=O)CNC(=O)c3ccccc3)nc2s1	-9
33	C/C(=C\C(=O)Nc1ccccc1)N1CCOCC1	4
34	O=C(O)C1CC(=O)N(Cc2ccc3c(c2)OCO3)C(=Nc2ccc(Cl)cc2)S1 (stereo not given)	5
35	Cc1noc2nc(C(=O)O)nc(N3CCCCC3)c12	-1
36	CC(C)c1ccccc1Oc1c(C(F)(F)F)oc2c(CN3CCN(C)CC3)c(O)ccc2c1=O	9
37	Cc1cccc(-n2c(-c3csc(C)c3)n[nH]c2=S)c1	0
38	CNS(=O)(=O)c1cnccc1N1CCN(c2cccc(Cl)c2)CC1	3
39	COc1cc2cc(CNc3ccccc3)c(=O)n(CC(=O)Nc3ccccc3)c2cc1OC	-2
40	Cc1[nH]c2ccc(S(N)(=O)=O)cc2c1C	-1
41	O=c1[nH]c2ccc(S(=O)(=O)Nc3cc(Cl)ccc3O)cc2o1	4
42	O=C(OC(c1cccs1)c1nccc2ccccc12)c1ccccc1 (stereo not given)	14
43	O=C(CCc1cn(Cc2ccc(F)cc2)c2ccccc12)NC1CCCCC1	-4
44	COc1ccccc1CCN1COc2c(cc3c(C)c(C)c(=O)oc3c2C)C1	3
45	Cc1cc(-c2ccc(NC(=O)c3cc(-c4ccccc4)nc4ccccc34)c(C)c2)ccc1NC(=O)c1cc(-c2ccccc2)nc2ccccc12	-1
46	CCc1ccc(OC)c(S(=O)(=O)Nc2ccc(C(=O)c3cccs3)cc2)c1	1
47	CCC(CC)C(=O)Nc1nccc(C)n1	0
48	COC(=O)c1sccc1NC(=O)COc1ccc(Cl)cc1Cl	10
49	Cc1cccc(CN2CCCC(O)(CN3CCC(CO)CC3)C2=O)c1 (stereo not given)	-2
50	N#Cc1cc2c(nc1SCC(=O)NCc1ccc3c(c1)OCO3)CCCCC2	-2
51	CN(C)CCNC(=O)c1cccnc1N1CCN(C)CC1	6
52	Cc1c(-c2ccccc2)n(Cc2ccccc2)c2ccccc12	-4
53	CN(C)C=Nc1ncnc2c(C#N)c3n(c12)CCCCC3	7
54	Cc1cccc(NC(=O)CSc2nnc(Cc3ccccc3)o2)c1	-1
55	O=C(CN1C(=O)S/C(=C\c2cccn2-c2cccc(C(=O)O)c2)C1=O)Nc1ccc(Cl)cc1	49*
56	COc1ccc(Cl)cc1NC(=O)C1CCN(S(=O)(=O)c2ccc3c(c2)CCCN3C(=O)C2CCC2)CC1	6
57	CCOc1ccc(S(=O)(=O)Nc2cc(Cl)ccc2OC)c2cccnc12	4
58	O=C(COCc1cc(-c2ccco2)on1)Nc1ccc(OC(F)(F)F)cc1	-6
59	COc1ccc(S(=O)(=O)n2ccc(C)n2)c(C)c1C	-9
60	N#Cc1ccc(C(=O)N/N=C/c2ccc(N3CCCC3)cc2)c(F)c1	-5

# (more compounds)
item	Structure	RBX1-CUL1 inh
61	CCc1ccccc1N(C)C(=O)Cn1cnc2sc(C)c(S(=O)(=O)N3CCN(c4ncccn4)CC3)c2c1=O	4
62	COCCN1C(=O)CC(CC(=O)N(C)CCOc2ccc(C)cc2)(c2ccccc2F)C1=O (stereo not given)	-5
63	COc1ccc(Cl)cc1NC(=O)CSc1nnc2[nH]c(=O)cc(C)n12	12
64	Cc1ccc(OC(C)C(=O)Nc2ccc(C(=O)c3ccccc3)cc2)c(C)c1 (stereo not given)	7
65	COc1cccc(/C=C2\SC(=Nc3ccc(F)cc3)NC2=O)c1	10
66	Cc1ccc(OCC(O)Cn2c3ccccc3c3ccccc32)cc1C (stereo not given)	-2
67	COc1cc(CN2CCN(C(C)C)CC2)ccc1OCC(O)CN1CCC(O)CC1 (stereo not given)	4
68	COC(=O)c1c(-c2ccc(Cl)cc2)csc1NC(=O)c1cc(-c2ccc(OC)cc2)nc2ccccc12	6
69	Cc1cccc2cc(C#N)c(N3CCN(C)CC3)nc12	-1
70	Cc1cccc(NC(=O)CN2C(=O)S/C(=C\c3cccn3-c3cccc(C(=O)O)c3)C2=O)c1	10
71	O=C(Nc1ccccc1F)C1(c2ccccc2)CC1(Cl)Cl (stereo not given)	-2
72	Cc1ccc(OCc2nnc3n2N=C(c2ccc(Cl)cc2)CS3)cc1	3
73	CCCc1ccc(OCCNC(=O)CCCc2c[nH]c3ccccc23)cc1	-5
74	Cc1ccc(S(=O)(=O)NCC(c2ccc(N(C)C)cc2)N2CCc3ccccc32)cc1C (stereo not given)	-5
75	O=C(N/N=C/c1cccc(OCc2ccccc2)c1)c1ccc(C(=O)N/N=C/c2cccc(OCc3ccccc3)c2)o1	1
76	Cc1c(Cc2ccccc2)c(=O)oc2c(CN(C)C)c(O)c(Cl)cc12	13
77	Cc1ccc(NC(=O)CSc2nccn2-c2ccccc2)cc1	-6
78	CCN(CC)C(=O)c1c(C)nn(S(=O)(=O)c2ccc(Cl)cc2)c1SC	7
79	COc1cc(/C=C2/C(=O)NN(c3ccccc3)C2=O)ccc1OCC(=O)Nc1cccc(C)c1	-2
80	O=S(=O)(Oc1c(Br)cc(Br)c2cccnc12)c1ccccc1	-14
81	CCOC(=O)c1cccc(NC(=O)CCc2c(C)nn(-c3ccc(N4CCCCC4)nn3)c2C)c1	-1
82	Cc1ccc(N2CC(C)Cn3c2nc2c3c(=O)n(C)c(=O)n2C)cc1 (stereo not given)	-7
83	COc1cc(CNCc2ccccc2Cl)ccc1OCC(=O)NC1CCCCC1	-1
84	NC(=O)C1(N2CCCCC2)CCN(C(=O)NC2CCCC2)CC1	1
85	Cc1ccc(NC(=O)CN(C)S(=O)(=O)c2ccc3c(c2)CCC(=O)N3)c(C)c1	7
86	CN1CCN(C(CNC(=O)C(=O)Nc2ccc(F)cc2F)c2ccc3c(c2)OCO3)CC1 (stereo not given)	-6
87	CCN(CC)CCC(=O)NCc1nc(NCc2cccc(C(F)(F)F)c2)c2ccccc2n1	0
88	COc1cc(C(=O)Nc2cccc(C(C)O)c2)cc(OC)c1OC (stereo not given)	9
89	CCN1CCN(c2cc(C)c3cc(NC(=O)/C=C/c4ccc(C)cc4)ccc3n2)CC1	4
90	COc1cccc(NC(=O)c2cc3c(=O)n(C)c4ccccc4c3n2C)c1	4

# Rewritten field by field: entries from further up.
80	O=S(=O)(Oc1c(Br)cc(Br)c2cccnc12)c1ccccc1
  RBX1-CUL1 inh: -14

79	COc1cc(/C=C2/C(=O)NN(c3ccccc3)C2=O)ccc1OCC(=O)Nc1cccc(C)c1
  RBX1-CUL1 inh: -2

89	CCN1CCN(c2cc(C)c3cc(NC(=O)/C=C/c4ccc(C)cc4)ccc3n2)CC1
  RBX1-CUL1 inh: 4

# (listing goes on)
item	Structure	RBX1-CUL1 inh
91	CC(C)CN1CCNC(=O)C1CC(=O)N1CCN(c2cnccn2)CC1 (stereo not given)	5
92	Cc1nnc(SCc2ccccc2Cl)c2cc3sccc3n12	-2
93	COc1cc(OC)cc(C(=O)Nc2ccc3oc(-c4ccc(Cl)cc4)nc3c2)c1	11
94	CCOC(=O)C1CCN(Cc2cnc(S(C)(=O)=O)n2CC2CCCO2)CC1 (stereo not given)	3
95	CN(C)c1ccc(C(C2C(=O)CC(C)(C)CC2=O)C2C(=O)CC(C)(C)CC2=O)cc1	-6
96	CCc1ccc(S(=O)(=O)Nc2cccc(-c3ccc(N4CCOCC4)nn3)c2)cc1	0
97	COC(=O)c1cn(CC(=O)Nc2cccc(C)c2C)c2ccccc12	0
98	CCOc1ccccc1C(=O)Oc1ccccc1O	2
99	Cn1c(=O)[nH]c(=O)c2c(-c3ccc(-c4ccccc4)cc3)ccnc21	11
100	CCc1nn(CC(=O)NCCCc2ccccc2)c(=O)c2cc3ccccc3n12	9
101	CCc1nc2ccccc2n1CC(=O)N(c1ccccc1)C(C)C	4
102	CCOc1ccc(N(CC(=O)OC)S(=O)(=O)c2ccc3c(c2)n(C)c(=O)c(=O)n3C)cc1	-3
103	Cc1cc2c(nc1Cl)OCCC2	-4
104	COc1ccc(N)c2c(=O)ccoc12	5
105	CCc1cc2c(=O)[nH]c(CN3CCN(C)CC3)nc2s1	-1
106	Nc1ccc(C(c2ccccc2)(c2ccccc2)[N+](=O)[O-])cc1	4
107	COc1ccccc1NC(=O)CSc1nc(C)c2c(c1C#N)CCCC2	-4
108	Cc1ccc(O)c(NC(=O)C(C)Oc2ccccc2)c1 (stereo not given)	-3
109	CCCCOC(=O)C(C)Oc1ccc2c(=O)c(-c3ccccc3Cl)coc2c1 (stereo not given)	-2
110	N#Cc1ccc(-c2ccc3c(c2)OCO3)nc1SCC(=O)Nc1ccccc1Cl	-2
111	CCOc1ccc(CC(=O)O)cc1	5
112	O=c1ccoc2c(Cl)ccc([N+](=O)[O-])c12	5
113	CCN(CC)c1nc(Oc2ccccc2)nc(Oc2ccccc2/C(=C\OC)C(=O)OC)n1	1
114	COc1cc(N2N=C(C)C(C=Nc3ccc(Cl)c(C(=O)O)c3)C2=O)ccc1Cl (stereo not given)	-2
115	O=C(COc1ccccc1)Nc1ccc2nc(SCC(=O)N3CCCC3)sc2c1	0
116	CC1=Nc2nc(-c3ccc(N(C)C)cc3)nn2C(c2ccc(F)cc2)C1C(N)=O (stereo not given)	1
117	COc1ccc(Cl)cc1CNCC1CCNCC1	-4
118	Cc1ccc(OCCSc2nc3ccc(NC(=O)c4ccc5c(c4)OCO5)cc3s2)cc1	0
119	CCCCc1ccc(-n2nnc(C(=O)NC3CCS(=O)(=O)C3)c2C)cc1 (stereo not given)	4
120	CC(C)c1ccc(C2=Nc3nc4ccccc4n3C(c3cccc(Cl)c3)C2)cc1 (stereo not given)	5
121	Cc1ccc(NC(c2nnc(-c3ccccc3)o2)c2ccccc2F)c([N+](=O)[O-])c1 (stereo not given)	6
122	CC(C)n1cc(/C=C2/SC(=O)NC2=O)c2ccccc21	8
123	COc1ccc(Cl)cc1NCN1C(=O)S/C(=C/c2ccc(N(C)C)cc2)C1=O	-8
124	CCOc1ccccc1NC(=O)CCc1c(C)nc2c(c(C)nn2-c2ccccc2)c1C	7
125	CCCOC(=O)c1ccc(OCC(O)Cn2c(C)nc3ccccc32)cc1 (stereo not given)	8
126	CC(=O)c1cccc(NC(=O)CCc2c(C)nc3c(c(C)nn3-c3ccccc3)c2C)c1	3
127	O=C(CCc1nnc(Cc2cccc(C(F)(F)F)c2)o1)N1CCSCC1	-7
128	CC1CCc2cc(F)ccc2N1C(=O)/C=C/c1cccs1 (stereo not given)	-1
129	O=C(O)C1CCCCC1C(=O)NCCCCCCNC(=O)C1CCCCC1C(=O)O (stereo not given)	-3
130	COC(=O)c1ccc(Cn2cnc3nc4c(cc3c2=O)CCCC4)cc1	0
